# MC4R ag barr – human MC4R agonism via beta-arrestin | U2OS MC4R beta-arrestin complementation, luminescence; percent of melanotan II response, DMSO zero | activation, % at 8.9 µM | 360,000 compounds, 0.98% hits;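 active = activation above a per-plate cutoff, the mean activation of sample wells on that plate plus 3 SD, cut at about 8% in these data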
# Target sequence (P32245 whole entry, looked up): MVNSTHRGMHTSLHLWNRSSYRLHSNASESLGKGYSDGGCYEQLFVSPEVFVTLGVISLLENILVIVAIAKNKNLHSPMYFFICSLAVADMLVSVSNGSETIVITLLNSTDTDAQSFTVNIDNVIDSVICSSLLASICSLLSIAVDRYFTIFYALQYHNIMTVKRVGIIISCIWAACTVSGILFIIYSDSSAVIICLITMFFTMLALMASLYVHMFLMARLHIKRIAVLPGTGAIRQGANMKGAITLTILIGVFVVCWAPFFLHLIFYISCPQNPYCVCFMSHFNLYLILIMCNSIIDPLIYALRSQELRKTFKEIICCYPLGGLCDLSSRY
# CaV13 FRET inh – Primary screen for inhibitors of IQ motif and Ca2+-dependent inactivation inhibitor domain binding in CACNA1D, Förster resonance energy transfer in living cells, …; AID 743397; 340,000 compounds, 0.098% hits; HEK cells, CFP/YFP FRET ICDI-IQ, plate reader, 10 min; percent FRET-ratio fall versus neutral wells; inhibition, % at 12.3 µM;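 active = mean replicate inhibition of at least 30% and at least 1% of replicates passing that level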;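 note: 0% = median of the neutral control wells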
# PDI turbidity – inhibitors of human protein disulfide isomerase | P07237 | 350,000 compounds, 0.052% hits | PDI insulin aggregation turbidity, A650, 90 min | inhibition, % at 10 µM;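 active = mean inhibition across replicates of 30% or more, whatever share of single replicates reach that level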;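 note: absorbance from insulin aggregation driven by PDI reduction with DTT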
# HTR2A ag – activates the mouse 5-HT2A serotonin receptor; P35363; 360,000 compounds, 0.66% hits; AID 624169; activation, % at 7.6 µM; CHO-K1 mHTR2A beta-arrestin complementation, luminescence; percent of 30 µM serotonin response;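 active = activation above a run cutoff, the mean activation of all tested compounds plus 3 SD, cut at about 14% in these data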;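 note: 0% = plate median of compound wells and 100% = 30 µM serotonin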
# Target sequence (P35363 whole entry, looked up): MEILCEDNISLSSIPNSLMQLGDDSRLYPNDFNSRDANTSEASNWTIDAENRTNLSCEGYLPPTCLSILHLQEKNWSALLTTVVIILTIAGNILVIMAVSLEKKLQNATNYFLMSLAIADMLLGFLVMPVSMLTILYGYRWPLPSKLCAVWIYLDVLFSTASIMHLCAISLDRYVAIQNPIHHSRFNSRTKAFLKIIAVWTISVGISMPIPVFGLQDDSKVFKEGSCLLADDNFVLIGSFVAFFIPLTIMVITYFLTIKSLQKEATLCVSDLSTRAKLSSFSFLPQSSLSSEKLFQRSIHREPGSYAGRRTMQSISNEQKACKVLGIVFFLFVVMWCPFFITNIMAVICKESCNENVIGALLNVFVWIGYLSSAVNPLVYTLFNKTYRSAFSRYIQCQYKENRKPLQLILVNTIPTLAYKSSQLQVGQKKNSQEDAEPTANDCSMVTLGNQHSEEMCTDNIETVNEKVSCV
# Exocytosis inh – blocks lytic granule exocytosis | inhibition, % at 10 µM | TALL-104 LAMP-1 surface exposure, flow cytometry; cells stimulated with thapsigargin and PMA | 360,000 compounds, 0.66% hits;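 active = inhibition above about 55%, limit read from the data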
# Glyco luc inh – blocks N-linked glycosylation in D54 reporter cells | D54 ERlucT glycosylation luciferase reporter, 24 h; percent of 100 nM tunicamycin response | reporter increase, % at 12.5 µM | 360,000 compounds, 0.23% hits | AID 588692;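 active = mean luciferase reporter signal, scaled so untreated is 0 and the glycosylation-blocking control 100, at or above a set limit in every replicate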;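 note: luciferase carries N-glycosylation sites so blocking glycosylation raises the light; 0% = median of neutral control wells and 100% = median of 100 nM tunicamycin wells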
# Cardio protect – modulators protecting cardiomyocytes from myocardial damage; protection from H2O2 cell death, % at 20 µM; 360,000 compounds, 0.63% hits; H9c2 cardiomyocytes, H2O2 injury protection, ATPLite, 2 h;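 active = compounds giving at least 50% protection of heart cells from peroxide-induced death in the single-dose screen, raw or plate-pattern-corrected value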;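 note: 0% = DMSO wells with peroxide and 100% = DMSO wells without peroxide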
# ABCB6 inh 2 – inhibitors of human ABC transporter ABCB6 | Q9NP58 | 360,000 compounds, 0.19% hits | K562-ABCB6 porphyrin accumulation, flow cytometry, 1 h; hits give low values | fluorescence ratio to DMSO, % at 10 µM;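 active = fluorescence ratio to DMSO below 75%, the collection mean minus 3 SD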;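 note: signal is porphyrin accumulated inside mitochondria; 100% equals median channel fluorescence of DMSO control wells; lower ratio means ABCB6 inhibition with less porphyrin fluorescence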
# ABHD5 PLIN5 PPI – blocks binding of human ABHD5 to perilipin-5; Q00G26+Q8WTS1; inhibition, % at 4 µM; Split G. princeps luciferase complementation, luminescence, 4 h; 360,000 compounds, 0.78% hits;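 active = inhibition above the mean inhibition across every tested compound plus 3 SD, cut at about 22% in these data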;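 note: 0% = DMSO only wells and the 100% control is not disclosed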
# MC4R antag cAMP – blocks human MC4R cAMP signaling; P32245; MC4R-expressing cells, MTII-stimulated cAMP, LANCE TR-FRET; inhibition, % at 6.5 µM; 360,000 compounds, 0.48% hits; AID 540295;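 active = inhibition above its plate's cutoff, the mean of tested wells on that plate plus 3 SD, cut at about 29% in these data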;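 note: 0% = Melanotan II alone and 100% = Melanotan II plus saturating MCL0020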
#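 Test system: U2OS cells stably expressing human melanocortin 4 receptor (MC4R); also added: Melanotan II challenge; compound: 6.5 µM single dose; timing: 30-min compound preincubation, 1-h Melanotan II challenge, 1-h detection, room temperature; signal: Eu-cAMP/anti-cAMP TR-FRET, emission 671 nm; repeats: one well per compound, no replicates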
# * hit, by the source's call; . = not tested or not shown; & = joins results of further samples.
SMILES,MC4R ag barr,CaV13 FRET inh,PDI turbidity,HTR2A ag,Exocytosis inh,Glyco luc inh,Cardio protect,ABCB6 inh 2,ABHD5 PLIN5 PPI,MC4R antag cAMP
O=S(=O)(NCc1cccnc1)c1ccc(Cl)s1,2.9,.,6,6,-1,0,1,99,0,-3
CC(NC(=O)c1ccc(Br)o1)c1ccc(-n2ccnc2)cc1 (centres undefined),0.9,-6,0,0,-9,-2,2,100,8,-2
O=C(COC(=O)c1cccnc1)Nc1cccc2ccccc12,-0.7,-19,9,14,22,2,3,92,-2,-1
O=C(Nc1cccc(C2=NCCN2)c1)Nc1cccc(C2=NCCN2)c1,1.6,-5,2,-3,0,7,-8,108,-3,6
CC1Nc2ccc(C(=O)NC3CCCCC3)cc2NC1=O (centres undefined),-1.9,-4,-5,4,-10,-1,0,144,8,25
CCN(CC)P(=O)(Nc1cccc(C(F)(F)F)c1)c1ccc(N(C)C)cc1NC(=O)c1ccco1 (centres undefined),1.4,-7,5,-1,11,-4,-8,92,-6,35*
Clc1ccc(Cn2cccn2)cn1,0.4,-6,3,1,2,0,-3,97,-2,16
Cc1nnc(SC(C)C(=O)N2CCc3ccccc32)s1 (centres undefined),-1.7,-6,-2,-3,-1,0,5,101,2,-4
CC(C)CN(C(=O)CN(C)S(=O)(=O)c1ccc(Cl)cc1)C1CCS(=O)(=O)C1 (centres undefined),-3.1,-5,-1,-3,-6,3,4,99,5,13
COc1cc2nc(C3CCC3)n(NC(=O)c3ccco3)c(=O)c2cc1OC,-0.8,-3,2,2,7,1,-3,98,3,9
COc1ccccc1NC(=O)c1c(C)oc2c1CCCC2,0.3,.,9,3,-5,1,-17,100,-3,1
CS(=O)(=O)c1ccc(C2=C(c3ccccc3)C(=O)OC2)cc1,-1.0,-4,11,6,-2,2,9,95,-1,7
O=C(CCN1C(=O)[C@H]2CC=CC[C@H]2C1=O)NCc1nc(-c2ccccc2)no1,2.0,-3,4,-6,26,-1,-3,102,7,-2
COc1ccc(NC(=O)COC(=O)C2CC2)cc1S(=O)(=O)N1CCCCC1,-0.6,-2,17,5,2,1,2,101,1,0
Cc1ccc(Cl)c(OCC(=O)Nc2ccccc2C(=O)NC2CC2)c1,0.2,-11,-4,-2,-18,-1,-1,97,2,-2
CC1CCCN(C(=S)SCC(=O)O)C1 (centres undefined),-0.4,-16,6,0,1,0,7,95,1,6
CCN(CC)C(=O)C1CCCN(c2ccc([N+](=O)[O-])cc2[N+](=O)[O-])C1 (centres undefined),-1.2,2,4,1,-2,-2,5,100,-2,19
O=C(c1ccccc1SCc1ccccc1)N1CCOCC1,2.9,-6,2,-3,13,-2,11,100,-2,20
CCN1CCN(C(=O)c2cc(=O)c3cc(C)ccc3o2)CC1,-2.5,-2,-5,2,-15,3,-3,94,-8,0
OCCN1CCN(CC(O)COCCOc2ccc(Br)cc2)CC1 (centres undefined),-2.0,-18,2,-6,7,0,0,97,-2,-3
CN(C)S(=O)(=O)c1cccc(C(=O)Nc2ccc3c(c2)CCC3)c1,1.1,-3,-11,6,1,-10,-8,99,-9,18
CC(=O)c1ccc(NC(=O)CCn2c(=O)oc3ccccc32)cc1,-0.6,-4,-7,4,-1,0,1,89,-7,2
c1cncc(-c2nn3cnnc3s2)c1,-1.2,-5,-2,-4,-3,0,-4,96,-11,2
CCCS(=O)(=O)NC(=O)C1(C)CCCN(C(=O)c2c(F)cccc2F)C1 (centres undefined),0.3,-6,5,-1,-10,1,2,101,10,0
Cc1cccc(C)c1NC(=O)c1cc(S(=O)(=O)N2CCOCC2)cn1C,-0.6,-10,.,8,1,4,-6,99,6,4
S=c1[nH]nc(NCCc2ccccc2)s1,-3.1,-5,21,9,0,1,-1,92,-13,-4
O=[N+]([O-])c1ccc(Sc2cccc[n+]2[O-])c2nonc12,-3.1,-5,13,-13,96*,-24,-18,120,86*,48*
O=C(COC(=O)c1cccc(S(=O)(=O)N2CCc3ccccc32)c1)Nc1ccc(Cl)cn1,-0.7,1,-12,-4,-7,1,6,85,3,-4
CC(=O)Nc1ccc(/C=C(\C#N)C(=O)NCc2ccccc2)cc1,-1.5,-3,11,1,0,4,7,103,3,1
CCc1ccc(OCC(=O)NC(C)(C)C)cc1,-1.8,-5,2,1,2,2,-2,91,4,7
Cc1nc(-c2noc(-c3ccc(Cl)cc3)n2)c(C(F)(F)F)o1,-0.8,-4,-8,0,-7,0,3,99,-3,0
C#CCOc1ccc(OC)cc1C(c1c(C)[nH][nH]c1=O)c1c(C)[nH][nH]c1=O,-1.0,.,-22,3,3,3,-1,101,-7,6
COc1ccc2cc3c(N)nn(C(=O)c4ccc(Cl)c([N+](=O)[O-])c4)c3nc2c1,-0.8,-4,-5,3,-2,-16,7,101,2,7
CN(C(=O)COC(=O)c1ccc2c(=O)n3c(nc2c1)CCC3)C1CCS(=O)(=O)C1 (centres undefined),-0.5,2,4,0,-2,2,-2,99,1,13
CC(=O)C1=C(C)OC(N)=C(C#N)C1c1cccc([N+](=O)[O-])c1 (centres undefined),-1.8,-2,1,6,0,1,10,92,-3,5
O=C(Nc1ccc(Cl)cc1C(=O)c1ccccn1)c1ccccc1,0.2,-7,-1,0,17,4,-4,99,-2,2
Cc1ccc(-c2cc(C)nc3nc(N)nn23)cc1,-2.5,-3,8,3,0,9,-4,85,3,0
COCc1cc(C)nc(SCc2ccc([N+](=O)[O-])cc2)c1C#N,-0.8,3,7,-5,2,-6,0,94,2,-25
CCCCCCCCN1C(=O)[C@H](CC(=O)N2CCCCC2)C[C@@]2(C(=O)OC)CC(C)(C)CC=C12,.,-15,.,-8,-6,.,.,.,10,.
O=C(CSc1nnc(NC(=O)c2c(F)cccc2F)s1)NCc1ccccc1,-0.8,-3,3,8,-13,-1,1,91,6,-2
COc1cccc(COCCN2CCN(S(=O)(=O)c3ccc(C)cc3)CCC2=O)c1,-1.5,-4,-5,-3,-3,-1,0,99,-5,-2
Cc1cc(C)nc(NC(N)=S)n1,1.3,5,3,3,0,2,6,95,0,15
CC1(C)C2CCC(C2)C1(C)NC(=O)CNCC1CCCCC1 (centres undefined),-1.6,1,18,-2,-2,-5,-1,98,3,3
O=C(CSc1c2c(nc3ccc(Cl)cc13)CCCC2)NCCCN1CCOCC1,-3.4,-6,-13,-3,2,15,-7,103,16,11
Cc1ccc(N2CC3=C(C2=O)C(c2ccccc2)NC(=O)N3C)cc1 (centres undefined),-0.5,.,-3,-1,7,3,10,103,2,4
CC(=O)C1=C(O)C(=O)N(c2ccc(O)cc2)C1c1ccccc1F (centres undefined),-1.9,-5,13,5,-18,1,1,97,2,4
CC(=O)Nc1c2c(nn1-c1cccc(Cl)c1)CS(=O)C2 (centres undefined),-0.3,-7,0,4,1,2,10,98,-2,7
Cc1ccc(-c2nnn(CC(=O)N3CCC(C)CC3)n2)o1,-0.5,.,3,4,-1,0,-2,99,2,10
O=C(Nc1cc(S(=O)(=O)N2CCCCC2)ccc1O)c1ccccc1NS(=O)(=O)c1ccc(F)cc1,-1.8&-2.4,-5&-13,1&17,-4&0,11&5,10&4,-11&-20,96&107,-4&-5,2&23
CCOC(=O)c1cnc[nH]c1=O,0.0,-9,8,10,-2,1,1,89,22*,3
COc1ccc(OCCCN(C)Cc2ccccc2)cc1,2.5,-8,4,-18,1,2,3,105,1,13
NC(=O)C1CCN(CC(=O)c2c[nH]c3ccc(F)cc23)CC1,-1.4,-4,2,0,2,1,6,98,9,2
CC(C(=O)Nc1ccccc1)N(c1cccc(Cl)c1)S(C)(=O)=O (centres undefined),0.0,-5,-1,-4,18,1,1,103,0,10
C#CCn1c(=NC(=O)CSC(C)=O)sc2cc(F)ccc21,2.7,.,.,2,33,1,-6,100,-4,-1
Cc1nnc(SCC(=O)NC2CC2)n1CC1CCCO1 (centres undefined),-2.6,3,-3,3,2,0,8,94,-3,0
O=C(Nc1ccc(F)cc1F)c1ccc2c(=O)n3c(nc2c1)CCC3,-5.0,-2,3,-1,-5,-8,-5,87,2,0
N#C/C(=C/c1cn[nH]c1-c1cccc(Br)c1)C(=O)O,-0.3,-13,-5,-3,2,0,-7,95,-4,14
CCCCNC(=O)N(CC)c1c(N)n(Cc2ccccc2)c(=O)[nH]c1=O,-1.0,-5,7,1,-1,3,6,97,-2,1
Cc1cccc(C)c1NC(=S)N1CCCN(Cc2ccc(F)cc2)C1,-1.5,-6,5,-5,-4,-1,5,97,1,7
C#CCNC(=O)C[C@@H]1C[C@@]2(C(=O)OCC)CCCC=C2N(Cc2ccco2)C1=O,.,-4,.,1,-2,.,.,96,1,.

# Part of the list above in order of length of the SMILES, highest first.
SMILES,MC4R ag barr,CaV13 FRET inh,PDI turbidity,HTR2A ag,Exocytosis inh,Glyco luc inh,Cardio protect,ABCB6 inh 2,ABHD5 PLIN5 PPI,MC4R antag cAMP
O=C(Nc1ccc(F)cc1F)c1ccc2c(=O)n3c(nc2c1)CCC3,-5.0,-2,3,-1,-5,-8,-5,87,2,0
N#C/C(=C/c1cn[nH]c1-c1cccc(Br)c1)C(=O)O,-0.3,-13,-5,-3,2,0,-7,95,-4,14
CCOC(=O)c1cnc[nH]c1=O,0.0,-9,8,10,-2,1,1,89,22*,3

# Other compounds follow:
SMILES,MC4R ag barr,CaV13 FRET inh,PDI turbidity,HTR2A ag,Exocytosis inh,Glyco luc inh,Cardio protect,ABCB6 inh 2,ABHD5 PLIN5 PPI,MC4R antag cAMP
O=C(Nc1n[nH]c(C(F)(F)F)n1)c1cccs1,-2.9,-12,-1,2,2,-1,16,96,3,9
COc1ccc(C(=O)OCC[N+]2(C)CCCCC2)cc1,-2.2,-6,7,2,1,0,8,94,-2,1
CNC(=O)c1[nH]cnc1C(=O)Nc1cccc(C)c1,1.8,2,-5,0,-1,7,6,98,2,0
Cc1cccc(NC(=O)c2sc(Cl)nc2-c2ccccc2)c1,3.2,.,2,8,-2,-1,-7,100,-5,24
O=C(Cn1cnnn1)Nc1cccc([N+](=O)[O-])c1,-1.8,-4,-1,6,0,0,0,97,-4,-4
CC(NS(=O)(=O)c1ccccc1)C(=O)NCCc1ccccn1 (centres undefined),1.5,-1,2,4,-1,1,10,100,0,9
COc1ccc(S(=O)(=O)N2CCN(C(=O)CN3C(=O)NC4(CCCC4)C3=O)CC2)cc1,-2.1,-10,-1,0,0,0,1,98,1,1
Cc1cc2nsnc2c(S(=O)(=O)NCC(=O)O)c1C,1.5,-10,1,-1,0,2,2,102,-4,11
Cc1ccccc1S(=O)(=O)NC(=O)C1(C)CCN1C(=O)C/C=C/c1ccccc1 (centres undefined),-2.0,-5,8,-1,-3,0,-1,99,9,5

# Among those listed so far, two have a thiophene ring, fused or not:
SMILES,MC4R ag barr,CaV13 FRET inh,PDI turbidity,HTR2A ag,Exocytosis inh,Glyco luc inh,Cardio protect,ABCB6 inh 2,ABHD5 PLIN5 PPI,MC4R antag cAMP
O=S(=O)(NCc1cccnc1)c1ccc(Cl)s1,2.9,.,6,6,-1,0,1,99,0,-3
O=C(Nc1n[nH]c(C(F)(F)F)n1)c1cccs1,-2.9,-12,-1,2,2,-1,16,96,3,9
